E-sel inducer – E-selectin induction in HUVECs, primary screen, imaging, HUVEC, immunofluorescence imaging, single point; P16581; activation, % at 7.58 µM; actives 0.37% (n = 260,000); normalized: neutral wells 0, TNF-alpha wells 100;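 active = mean E-selectin-positive cell signal at least 10% of the positive control, reached in at least 60% of replicates, without over 20% cell loss; inconclusive = no rule given, readout overlaps actives, possibly toxicity-flagged; inactive = the rest, including those meeting only one limit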;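 note: in these data hits start at about 27%; measured in HUVEC primary endothelial cells; signal is the percent of cells scored E-selectin positive by PE staining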
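Read-out basis: % PE-positive cells; Test system: HUVEC primary endothelial cells; Technique: immunofluorescence imaging; Dosing: single-point compound dose.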
S100A4 inh HTS – inhibitors of S100A4-myosin IIA peptide binding, primary screen, biochemical, fluorescence polarization, TAMRA-MyoIIA peptide | Protein S100-A4 (Homo sapiens), P26447 | inhibition, % at 10.7 µM | actives 0.14% (n = 360,000) | AID 652163, 2013;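 active = mean inhibition of at least 70% across replicates, with every replicate also reaching that level; inconclusive = mean inhibition reaches 70% but some replicates fall short; inactive = mean inhibition below 70%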
Target sequence (P26447 whole entry, looked up): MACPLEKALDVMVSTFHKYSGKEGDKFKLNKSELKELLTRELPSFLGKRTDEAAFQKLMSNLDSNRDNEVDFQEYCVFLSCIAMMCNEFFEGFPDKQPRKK
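Material: S100A4 monomer (human). Medium: Calcium-containing HEPES buffer, pH 7.2. Probe or stimulus: labelled myosin peptide probe, 5 nM. Compound dosing: one concentration per compound. Timing: polarization read 5 min after assay mix addition, stable 5–60 min. Benchmarks: DMSO as neutral control, TFP as positive control.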
XiGFP reactiv – activators of inactive X chromosome reactivation, primary screen, imaging, XiGFP fibroblasts, GFP high-content imaging, set 2; XiGFP mouse fibroblasts, % GFP-positive cells imaging, 3 d; cells co-treated with 5-aza-dC sensitizer; scaled so ellipticine positive control = 100%; activation, % at 7.58 µM; actives 0.055% (n = 360,000); AID 743238, 2013;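 active = mean normalized replicate activation at least 10% and every replicate at or above 10%; inconclusive = only one of the two criteria met; inactive = mean below 10% and not all replicates reach 10%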;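 note: 0% = median of on-plate neutral control wells and 100% = ellipticine 6 µM median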
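Schedule: 3 d treatment, 15 min room-temperature fixation; system: 68-5-11 XiGFP fibroblast line; buffer or medium: DMEM plus 5-aza-dC sensitizer; control set: ellipticine 6 µM positive control; compound: one concentration, pinned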
esBAF inh – Bmi1 luciferase reporter increase in mESCs, primary screen, esBAF inhibitor project, mouse ES cells, Bmi1 luciferase knock-in, single point | 24 h; 100% = twice the neutral-well signal | reporter increase, % at 12.5 µM | actives 2% (n = 350,000); in the data active = activation above about 40%; inconclusive = no clear call, values can overlap the other calls;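 note: 0% = median of the plate's neutral control wells and 100% = double that signal; a rise in the Bmi1 reporter signal indicates esBAF inhibition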
RAD52 inh – RAD52 DNA annealing inhibitors, primary screen, biochemical, FRET, single point, set 2 | recombinant RAD52 DNA annealing, FRET fluorescence | actives 0.46% (n = 360,000) | inhibition, % at 18.7 µM | DNA repair protein RAD52 homolog (Homo sapiens), P43351;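 active = every replicate showing at least 50% inhibition; inconclusive = mean inhibition at least 50% but not in every replicate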
RAD54 branch – inhibitors of human RAD54 branch migration, primary screen, biochemical, fluorescence, single point. inhibition, % at 10.4 µM. actives 0.14% (n = 360,000). RAD54 Holliday junction branch migration, FAM/BHQ fluorescence. DNA repair and recombination protein RAD54-like (Homo sapiens), Q92698;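 active = mean normalized replicate activity at least 40 and at least half of replicates scoring 40 or more; inconclusive = only one of the two criteria met; inactive = mean below 40 and under half of replicates reaching 40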;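 note: 0% = median of neutral control wells and 100% = median of positive control wells; inhibitors cause a drop in the FAM fluorescence signal; in these data hits start at about 50%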
Target sequence (Q92698 whole entry, looked up): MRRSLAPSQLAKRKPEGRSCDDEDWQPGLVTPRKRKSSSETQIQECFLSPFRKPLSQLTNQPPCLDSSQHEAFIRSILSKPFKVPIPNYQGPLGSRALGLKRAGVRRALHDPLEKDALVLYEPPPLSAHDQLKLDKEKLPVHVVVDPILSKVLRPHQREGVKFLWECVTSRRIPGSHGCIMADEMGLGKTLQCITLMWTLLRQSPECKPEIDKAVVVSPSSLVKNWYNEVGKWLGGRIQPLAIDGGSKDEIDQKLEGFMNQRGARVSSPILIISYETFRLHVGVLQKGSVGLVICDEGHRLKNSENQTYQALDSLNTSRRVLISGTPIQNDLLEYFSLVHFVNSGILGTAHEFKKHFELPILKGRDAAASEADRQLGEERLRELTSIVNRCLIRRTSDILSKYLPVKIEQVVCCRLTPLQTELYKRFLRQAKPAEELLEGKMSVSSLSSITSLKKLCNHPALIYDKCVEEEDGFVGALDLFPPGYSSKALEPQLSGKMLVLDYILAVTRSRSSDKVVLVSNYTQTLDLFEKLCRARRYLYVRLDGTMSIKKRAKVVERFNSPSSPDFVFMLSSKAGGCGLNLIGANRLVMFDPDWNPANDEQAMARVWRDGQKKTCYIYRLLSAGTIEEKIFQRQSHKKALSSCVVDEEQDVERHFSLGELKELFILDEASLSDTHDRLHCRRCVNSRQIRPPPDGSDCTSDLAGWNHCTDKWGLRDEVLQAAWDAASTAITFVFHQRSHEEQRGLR
FN deposition inh – inhibitors of fibronectin matrix deposition, primary screen, AH1F cells, Alexa488-fibronectin fluorescence, plate reader; actives 0.086% (n = 350,000); AID 743247, 2014; AH1F fibroblasts, overnight; inhibition, % at 12.6 µM;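 active = mean inhibition across replicates of 30% or more, regardless of how many single replicates reach that level; inconclusive = mean under 30% yet at least half of replicates reach 30%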;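 note: positive control wells lacked labelled fibronectin entirely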
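Material: AH1F fibroblast monolayer depositing Alexa488-labelled fibronectin into matrix / Amount: 10000 AH1F cells per well / Signal: fluorescence 485/525 nm / Medium: DMEM, 2% serum / Compound: single dose, pinned / Incubation: 1 h cell adhesion before compound, then overnight fibronectin incubation / Reagent: Alexa488-FN, 24 nM final / Read-out: inhibition of fibronectin deposition signal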
EWS-Fli inh – EWS/Fli-driven NR0B1 reporter inhibitors, primary screen, A673 cells, NR0B1 luciferase, luminescence, MLPCN library; viability-normalised; inhibition, % at 12.6 µM; actives 0.67% (n = 350,000); AID 651661, 2012;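 active = mean inhibition of at least 50% after viability correction, with every replicate also passing that limit; inconclusive = mean reaches 50% but only one of two replicates passes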;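 note: firefly luciferase signal divided by Alamar Blue viability fluorescence both relative to DMSO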
Numbers without * were called inactive; ? = inconclusive; . = no result given.

SMILES	E-sel inducer	S100A4 inh HTS	XiGFP reactiv	esBAF inh	RAD52 inh	RAD54 branch	FN deposition inh	EWS-Fli inh
CC(C)CCN(C(=O)c1ccncc1)c1c(N)n(Cc2ccccc2)c(=O)[nH]c1=O	0.1	0	0.1	-3	-31	-2	3	6
Cc1ccc(CNCc2cc3c(C(C)(C)C)nn(-c4ccccc4)c3[nH]c2=O)cc1	.	-4	.	-12	-13	11	.	29
O=C(CNC(=O)C(c1ccccc1)c1ccccc1)N/N=C/c1cccnc1	1.2	-4	1.0	.	-12	0	-2	-3
C[C@@H]1CCCCO[C@H](CN(C)S(=O)(=O)c2ccc(F)cc2)[C@H](C)CN([C@@H](C)CO)C(=O)c2cc(NC(=O)Cc3ccccc3)ccc2O1	-0.2	.	0.1	6	.	-6	5	2
Cc1c(C)c2ccc(OCC(=O)NC3CCN(Cc4ccccc4)CC3)cc2oc1=O	.	-1	0.0	-9	-18	8	13	-5
C[C@@H]1CN([C@H](C)CO)C(=O)c2cc(C3=CCCCC3)cnc2O[C@@H]1CN(C)C(=O)c1ccncc1	-0.6	11	-0.9	4	16	0	.	-12
CC1CN(c2ccc(S(=O)(=O)N3CCCC3)cn2)CC(C)O1 (stereo not given)	0.2	1	0.6	15	-19	-3	7	7
Cc1cccc(/C=N/n2c(-c3cc(-c4ccccc4)n[nH]3)n[nH]c2=S)c1	1.6	3	0.3	.	3	.	-5	-2
C[C@H]1CCCCO[C@@H](CN(C)C(=O)CCC(F)(F)F)[C@@H](C)CN([C@@H](C)CO)C(=O)c2cc(NC(=O)c3ccccc3)ccc2O1	0.2	7	0.3	-2	6	-6	14	1
O=C1CCc2cc(S(=O)(=O)Nc3ccccc3F)cc3c2N1CCC3	0.0	-10	0.4	-1	-2	0	0	0
COc1cccc2sc3cc(NCc4ccc5c(c4)OCO5)ccc3c(=O)c12	.	3	0.0	21	-296	12	-2	-55
O=C1C(=O)c2ccccc2C(O)=C1C1CCC(c2ccc(Cl)cc2)CC1 (stereo not given)	?	3	-0.1	1	-10	-5	-6	8
Cc1ccc2[nH]c3c(c2c1)CCN(C)C3	2.3	-42	0.0	5	-15	0	-2	0
Fc1ccc(-c2csc3ncnc(N4CCc5ccccc5C4)c23)cc1	.	-4	0.0	.	-5	18	-5	8
CCCCN(C)CCNC(=O)c1cc2c(-c3ccccc3F)nn(C)c2s1	0.4	-7	0.1	2	36	31	14	0
O=S(=O)(Nc1nc2ccccc2nc1NCC1CCCO1)c1ccccc1 (stereo not given)	0.5	1	0.1	.	-8	.	1	0
COc1ccc(C(C)(O)c2nc(-c3ccncc3)cs2)cc1 (stereo not given)	0.4	-2	0.0	-22	-43	12	-3	59*
C[C@@H]1CCCCO[C@H](CN(C)S(=O)(=O)c2ccc(Cl)cc2)[C@@H](C)CN([C@H](C)CO)C(=O)c2cc(NC(=O)Nc3ccc(F)cc3)ccc2O1	.	3	-0.1	-1	9	3	-8	-6
Cc1cccc(CN(C)C[C@@H]2Oc3ncc(-c4cccc(F)c4)cc3C(=O)N([C@H](C)CO)C[C@@H]2C)c1	1.1	-9	0.0	8	16	-11	0	16
CCCN(C)C[C@H]1OCCCC[C@H](C)Oc2ccc(NC(=O)CCC(F)(F)F)cc2C(=O)N([C@H](C)CO)C[C@H]1C	-0.2	2	0.4	-6	21	8	.	2
Cc1nn(C(C)C(=O)NCCCN2CCCC2)c(=O)c2nn(-c3ccccc3)c(C)c12 (stereo not given)	.	-2	0.0	5	-19	-6	0	.
CCc1nc2ccc(C(=O)Nc3cccc(NS(C)(=O)=O)c3)cn2c1N(C)C(=O)Cc1ccccc1	-0.9	0	0.0	-8	-20	4	-2	3
COc1ccc(-n2cc(CNCCc3cnc[nH]3)c(-c3cccc(F)c3)n2)cc1	.	1	0.0	.	-27	.	.	-5
Cc1cc(C)c(S(=O)(=O)N2CCCCC2CCNC(=O)C(=O)NCc2ccco2)c(C)c1 (stereo not given)	.	2	0.0	-5	-13	4	-2	6
CC1(C)OC(=O)C2=C(C[C@@H](C3CCCC3)O[C@@H]2c2ccc(Cl)cc2)O1	0.0	1	0.1	.	-4	.	-1	-3
O=C(CSc1ccc(-c2cccs2)nn1)c1cccs1	-1.2	-5	0.0	.	-17	.	8	-79
C[C@H]1CN([C@@H](C)CO)C(=O)CCCn2cc(nn2)CO[C@H]1CN(C)C(=O)Nc1ccc(N2CCCCC2)cc1	-0.1	-29	-0.3	-1	-11	-1	-7	9
COC(=O)C1CCN(C(=O)Cc2ccc(C)cc2)CC1	.	10	.	10	-13	-8	-8	.
CCc1nc2ccc(C(=O)NCc3cccs3)cn2c1N(C)Cc1nccs1	1.1	1	0.0	3	-5	1	-8	3
COc1ccc2oc(-c3ccccc3[N+](=O)[O-])cc(=O)c2c1	3.2	0	-0.1	.	-9	.	11	38
Nc1nc2ccccc2n1/N=C/c1ccc([N+](=O)[O-])s1	-0.2	-1	7.4	.	5	.	-6	.
O=C(O)c1ccc(N2N=C(c3ccccc3)CC2c2ccccc2)cc1 (stereo not given)	.	-1	-0.1	-22	-11	-3	10	13
COc1cccc(NC(=O)CN2C(=O)NC3(CCCCCC3)C2=O)c1	7.2	-6	0.3	-10	-4	-3	5	-1
CC(NC(=O)CSC(=S)N1CCCC1)c1ccc(S(N)(=O)=O)cc1 (stereo not given)	-1.6	-3	0.8	0	-3	-8	6	-4
Cc1cccc(NC(=O)CSCC(=O)N(C)CCOc2ccc(Cl)cc2)c1	-0.1	-10	0.0	9	-13	1	4	0
CC(=O)C1CCC2C3CC(O)C4=CC(=O)CCC4(C)C3C(=O)CC12C (stereo not given)	-0.2	-2	0.1	8	2	.	0	2
CC(=O)c1ccc(NC(=O)CSc2nnc(C3CC3)n2C)cc1	.	-6	0.3	1	-8	-3	7	.
COc1ccccc1NC(=O)CSc1n[nH]c(-c2ccccn2)n1	0.0	4	0.2	-4	-17	.	1	0
N#CCCN(C(=S)NC(=O)c1cccs1)c1ccccc1F	.	-2	-0.1	0	-4	6	.	-3
CC(C)c1ccccc1OCCCCN1CCCCC1	.	2	-0.1	-16	-4	6	10	-16
O=C(Nc1cccc(NC(=O)c2cccs2)c1)c1ccc(Br)cc1	.	-2	0.1	8	-33	8	-3	-2
O=C(C[C@@H]1C[C@@H]2c3cc(NC(=O)C4CCC4)ccc3O[C@@H]2[C@H](CO)O1)NCc1cccc(F)c1	0.3	4	0.0	-5	7	5	.	5
C[C@H]1CN([C@@H](C)CO)C(=O)c2cc(-c3cccnc3)cnc2O[C@H]1CN(C)C(=O)C1CCCCC1	4.8	.	0.1	-3	.	.	.	-7
C/C=C/c1ccc([C@H]2[C@@H](CO)N(C(=O)NC(C)C)[C@H]2CN(C)C(=O)CC)cc1	0.4	15	0.0	3	23	-11	.	-8
O=C(Nc1ccc(Br)c2cccnc12)c1ccc(Cn2cc(Cl)cn2)o1	.	2	0.5	.	-16	.	.	-3
O=C(NCC(c1ccco1)N1CCOCC1)C1CCCCC1 (stereo not given)	-0.2	2	0.0	.	0	-4	3	3
COc1ccc(OC)c(NC(=O)CCC(=O)Oc2ccc(C)cc2)c1	0.2	-2	0.4	5	-6	15	-1	-13
COCCNC(=O)C1(C)CCCN(C(=O)c2ccc(OC)c(OC)c2)C1 (stereo not given)	-0.2	5	0.3	-3	-8	2	2	-5

Among those listed so far, these contain an aryl methoxy group:
SMILES	E-sel inducer	S100A4 inh HTS	XiGFP reactiv	esBAF inh	RAD52 inh	RAD54 branch	FN deposition inh	EWS-Fli inh
COc1cccc2sc3cc(NCc4ccc5c(c4)OCO5)ccc3c(=O)c12	.	3	0.0	21	-296	12	-2	-55
COc1ccc(C(C)(O)c2nc(-c3ccncc3)cs2)cc1 (stereo not given)	0.4	-2	0.0	-22	-43	12	-3	59*
COc1ccc(-n2cc(CNCCc3cnc[nH]3)c(-c3cccc(F)c3)n2)cc1	.	1	0.0	.	-27	.	.	-5
COc1ccc2oc(-c3ccccc3[N+](=O)[O-])cc(=O)c2c1	3.2	0	-0.1	.	-9	.	11	38
COc1cccc(NC(=O)CN2C(=O)NC3(CCCCCC3)C2=O)c1	7.2	-6	0.3	-10	-4	-3	5	-1
COc1ccccc1NC(=O)CSc1n[nH]c(-c2ccccn2)n1	0.0	4	0.2	-4	-17	.	1	0
COc1ccc(OC)c(NC(=O)CCC(=O)Oc2ccc(C)cc2)c1	0.2	-2	0.4	5	-6	15	-1	-13
COCCNC(=O)C1(C)CCCN(C(=O)c2ccc(OC)c(OC)c2)C1 (stereo not given)	-0.2	5	0.3	-3	-8	2	2	-5

High-throughput results deposited in PubChem BioAssay by Broad Institute.
